hcGAS lum: Primary biochemical luminescence assay for human cyclic GMP-AMP synthase inhibitors. inhibition, % at 12.5 µM. recombinant h-cGAS, ATP depletion, Kinase-Glo luminescence. 290,000 tested, 0.081% active. AID 1259398, 2018;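 also: 0% = vehicle reaction and 100% = reaction without DNA for no activity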
Target sequence (Q8N884 whole entry, looked up): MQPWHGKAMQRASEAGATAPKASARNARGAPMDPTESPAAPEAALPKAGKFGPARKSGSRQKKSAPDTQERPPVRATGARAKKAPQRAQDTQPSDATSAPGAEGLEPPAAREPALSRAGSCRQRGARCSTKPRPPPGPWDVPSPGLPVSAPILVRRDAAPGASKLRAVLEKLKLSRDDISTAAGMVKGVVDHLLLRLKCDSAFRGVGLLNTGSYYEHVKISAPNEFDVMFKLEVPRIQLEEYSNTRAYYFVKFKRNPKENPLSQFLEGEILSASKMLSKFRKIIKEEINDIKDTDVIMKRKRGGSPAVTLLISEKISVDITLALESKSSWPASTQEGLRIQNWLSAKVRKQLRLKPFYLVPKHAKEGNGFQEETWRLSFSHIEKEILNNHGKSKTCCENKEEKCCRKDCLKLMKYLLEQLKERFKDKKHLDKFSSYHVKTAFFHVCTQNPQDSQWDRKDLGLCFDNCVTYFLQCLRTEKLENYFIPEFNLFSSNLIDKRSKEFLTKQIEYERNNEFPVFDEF
mcGAS lum: cyclic GMP-AMP synthase inhibitors, mouse, primary biochemical chemiluminescence; Q8C6L5; recombinant cGAS, Kinase-Glo ATP depletion luminescence; inhibition, % at 12.5 µM; 160,000 tested, 0.15% active; AID 1259399, 2018;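 also: 0% = negative control wells and 100% = reference inhibitor with no enzyme activity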
NPYLR7 ag: agonists of mosquito NPYLR7 receptor, primary screen, cell-based, Aedes aegypti, calcium fluorescence, mosquito biting behavior; HEK293T NPYLR7/Galpha15, GCaMP6s calcium fluorescence; activation, % at 10 µM; Aedes aegypti neuropeptide Y-like receptor 7 (NPYLR7); 270,000 tested, 0.15% active; in the data active = activation above about 40%;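 also: 0% = vehicle and 100% = reference agonist at the receptor; some compounds past the cut are filed as inactive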
* = called active by the depositor; . = not tested or not shown; & = joins results of further samples. Rule as the data show it, unless noted: active = inhibition above about 40%; inactive = the rest. This is a subset; the hit share may differ from the screen's.

1: Cc1cccc(Cn2cccc(C(=O)Nc3ccc(F)c([N+](=O)[O-])c3)c2=O)c1
2: Cc1ccc(F)cc1C(=O)N1C[C@H](c2ccccc2)[C@@H]2[C@H]1C1CCN2CC1
3: COCCNC(=O)CN1C(=O)CSC(c2ccccc2F)c2c(C(C)(C)C)nn(-c3ccccc3Cl)c21 (stereo not drawn)
4: COc1ccc(F)cc1CN1CCC2(CC1)C(=O)Nc1ccccc12
5: O=C(O)CN1C(=O)CSC(c2cccs2)c2c(-c3ccccc3)nn(-c3ccccc3Cl)c21 (stereo not drawn)
6: O=C(COc1ccc(F)cc1)N1CCN(Cc2cccc(-c3noc(-c4cccc(C(F)(F)F)c4)n3)c2)CC1
assay / compound	1	2	3	4	5	6
hcGAS lum	-4.1	-8.8	-11.7	3.2	-0.4	-5.9
mcGAS lum	.	.	-3.8	.	1.2	-6.2
NPYLR7 ag	6.9	8.5	13.6	-19.5	-3.4	4.4

7: CC(c1nc2ccccc2s1)N1CCNCC1 (stereo not drawn)
8: Cc1ccc(C)c(OCC(=O)NCCc2cnc[nH]2)c1C
9: CC(NC(=O)C1CCN(CCc2c[nH]c3ccccc23)CC1)c1cccc2ccccc12 (stereo not drawn)
10: CC(C)NC(=O)OC[C@H]1C[C@@H]2CCN1C[C@@H]2c1cc(-c2cccs2)nn1C
11: Clc1ccc(C2NCc3ccccc3-n3cccc32)cc1 (stereo not drawn)
12: COc1cccc(S(=O)(=O)N2CCN(CCOC(c3ccccc3)c3ccccc3)CC2)c1
assay / compound	7	8	9	10	11	12
hcGAS lum	-0.1	-5.7	-7.4	-5.1	6.1	-2.8
mcGAS lum	.	.	-3.2	-7.7	.	-5.8
NPYLR7 ag	7.1	3.0	13.7	-7.5	-1.6	23.0

13: CCC(N)Cc1ccccc1C(F)(F)F (stereo not drawn)
14: CN(C(=O)Cc1ccccc1)C(CN1CCCC1)c1ccccc1 (stereo not drawn)
15: CC(Cc1ccccc1Sc1ccccc1O)N(C)C (stereo not drawn)
16: CC12CN3CC(C)(CN(C1)C31CCCCC1)C2O (stereo not drawn)
17: COc1ccc2c(c1)/C(=C/c1cnc[nH]1)C(=O)N2
18: Cc1cc(C=C2C(=O)N(C)C(=O)N(C)C2=O)c(C)n1-c1ccccc1
assay / compound	13	14	15	16	17	18
hcGAS lum	-5.4	-2.4	-4.3	-13.8	-4.5	-1.1
mcGAS lum	.	.	.	.	1.8	-3.6
NPYLR7 ag	8.7	-13.7	1.7	-0.2	3.4	-9.9

19: CN(C)c1ccc(/C=C/[N+](=O)[O-])cc1
20: COCCCN1C(=O)NC(=O)C2(Cc3ccccc3N3CCCCC32)C1=O (stereo not drawn)
21: Cc1cccc2[nH]cc(C3=CCN(C(C)C(=O)NC4CC4)CC3)c12 (stereo not drawn)
22: CCOC(=O)C1CC1CN1CCN(CCOC(c2ccccc2)c2ccc(F)c(F)c2)CC1 (stereo not drawn)
23: O=c1cccc2n1CC1CC2CN2CCCC[C@@H]12 (stereo partly drawn)
24: CCCOc1ccc(CN)cn1
assay / compound	19	20	21	22	23	24
hcGAS lum	-7.1	10.1	-6.7	-5.5	-2.7	-6.2
mcGAS lum	35.2	.	-13.2	-8.0	.	.
NPYLR7 ag	4.6	2.7	19.3	-1.8	-3.4	15.6

Two compounds picked at random from the list so far:
23: O=c1cccc2n1CC1CC2CN2CCCC[C@@H]12 (stereo partly drawn)
22: CCOC(=O)C1CC1CN1CCN(CCOC(c2ccccc2)c2ccc(F)c(F)c2)CC1 (stereo not drawn)
assay / compound	23	22
hcGAS lum	-2.7	-5.5
mcGAS lum	.	-8.0
NPYLR7 ag	-3.4	-1.8

4 entries from above, field by field.
21: Cc1cccc2[nH]cc(C3=CCN(C(C)C(=O)NC4CC4)CC3)c12 (stereo not drawn)
- hcGAS lum: -6.7
- mcGAS lum: -13.2
- NPYLR7 ag: 19.3

22: CCOC(=O)C1CC1CN1CCN(CCOC(c2ccccc2)c2ccc(F)c(F)c2)CC1 (stereo not drawn)
- hcGAS lum: -5.5
- mcGAS lum: -8.0
- NPYLR7 ag: -1.8

23: O=c1cccc2n1CC1CC2CN2CCCC[C@@H]12 (stereo partly drawn)
- hcGAS lum: -2.7
- mcGAS lum: .
- NPYLR7 ag: -3.4

24: CCCOc1ccc(CN)cn1
- hcGAS lum: -6.2
- mcGAS lum: .
- NPYLR7 ag: 15.6

(list continues)
25: Cc1ccc(N=CN(C)C=Nc2ccc(C)cc2C)c(C)c1
26: Fc1ccc(C2NCc3ccccc3-n3cccc32)cc1 (stereo not drawn)
27: C/C(=C\c1csc(C)n1)[C@@H]1C[C@@H]2O[C@]2(C)CCC[C@H](C)[C@H](O)[C@@H](C)C(=O)C(C)(C)[C@@H](O)CC(=O)O1
28: CCc1cccc2sc(N3CCNCC3)nc12
29: COc1ccc(NP(=O)(Nc2ccc(OC)cc2)Oc2ccccc2)cc1
30: N#CC(/C=C/c1ccccc1)N1CCOCC1 (stereo not drawn)
assay / compound	25	26	27	28	29	30
hcGAS lum	0.3	1.2	0.3	-6.0	-11.1	5.0
mcGAS lum	.	.	-0.8	.	-7.6	.
NPYLR7 ag	-18.5	2.0	-12.0	-1.1	1.4	-15.5

Additional structures
Values in the order – hcGAS lum, mcGAS lum, NPYLR7 ag
31	CCCn1ncc(C(=O)NC(C)C(=O)Nc2ccc(F)cc2C)c1C (stereo not drawn)
→ -5.8, ., 5.1
32	COCCCNC(=O)CN1C(=O)CSC(c2ccccc2Cl)c2c(-c3ccccc3)nn(-c3ccc(C)cc3)c21 (stereo not drawn)
→ -1.6, -3.0, 7.2
33	CN1CC[C@@]2(C1)[C@@H](O)CN(C)S2(=O)=O
→ -6.5, -3.3, 6.9
34	CCCCn1c(C)c(C(=O)OCC)c2cc(OC(=O)c3cccc([N+](=O)[O-])c3)c3ccccc3c21
→ -5.0, ., -5.8
35	N#CC1C(=N)Oc2c(c(=O)oc3ccccc23)C1c1ccccc1Cl (stereo not drawn)
→ -1.5, -3.4, 3.2
36	COc1ccc(F)c(C2NCCc3[nH]cnc32)c1Cl (stereo not drawn)
→ -4.7, ., 5.6
37	COC(=O)CCC(=O)N1CC[C@@H]2CC[C@H](C1)N2C
→ -3.0, -21.3, 1.1
38	Cc1ccsc1CN(CCN(C)C)C(=O)Cc1c(C)[nH]c2ccccc12
→ -7.8, -11.9, 1.9
39	Oc1cc2c(cc1O)[C@H]1c3ccccc3CN[C@@H]1CC2
→ -1.2, ., 1.7
40	COCCOC(=O)C1C(=N)OC(C)=C(C(=O)OC)C12C(=O)Nc1ccc(Br)cc12 (stereo not drawn)
→ -4.7, -7.0, -4.8
41	O=C(c1[nH]ncc1Cl)N1C[C@H](c2ccccc2)[C@@H]2[C@H]1C1CCN2CC1
→ -0.4, -2.3, -3.2
42	O=[N+]([O-])c1ccccc1CN1CCN(c2ccccc2F)CC1
→ -7.5, -7.3, 7.0
43	CCCc1[nH]ncc1C(=O)N1C[C@@H](c2ccccc2)[C@@H]2[C@H]1C1CCN2CC1
→ -3.7, ., -5.3
44	CC(Cc1cnccn1)NCc1nc(Cc2ccccc2F)no1 (stereo not drawn)
→ -9.6, ., 6.1
45	CC(C)=Cc1nc(-c2c(C)ncc3c2CCNC3)no1
→ -4.3, -16.1, -2.8
46	CC(C)Cc1nc(-c2cccc(CN3CCN(C(=O)COc4cccnc4)CC3)c2)no1
→ -5.6, -8.4, 6.2
47	O=C1NC(=O)C(CC(=O)N2CCN(CCOC(c3ccccc3)c3ccccc3)CC2)N1 (stereo not drawn)
→ -6.4, -5.3, -1.3
48	CC(C)(C)[C@]1(O)C[C@@H]2OC(=O)C[C@@]23C(=O)O[C@@H]2OC(=O)[C@H](O)C213 (stereo partly drawn)
→ -5.1, -6.2, -5.9
49	O=c1[nH]c(=S)[nH]c(O)c1N=Nc1ccc2c(c1)OCO2
→ -3.2, ., -1.1
50	CCOC(=O)[C@H]1CN(C(=O)COc2ccccc2)[C@]2(C)C(=O)N(C)c3ccccc3[C@H]12
→ 8.4, -2.0, -2.4
51	Cc1ccsc1CN1C[C@H]2CC[C@@H]1CN(C)C2
→ -0.6, -0.3, .
52	CCCCC1(CCCC)C(=O)NC(=Nc2ccc(C)cc2)NC1=O
→ -6.6, ., -0.7
53	N#Cc1ccc(NC(=O)NCC(O)c2ccccc2F)cc1Cl (stereo not drawn)
→ -2.3, ., -6.1
54	C1CCC(C2CCCCC2NC2CC2)CC1 (stereo not drawn)
→ -16.1, ., -4.8
55	CN(C)Cc1c[nH]c2ccccc12
→ -2.8&-4.7, ., 1.7&-0.7
56	Cc1nc(C2(NCC(=O)N3CCc4ccccc4C3)CCCCC2)no1
→ -3.0, ., -25.4
57	O=C1NC2(CCNCC2)Nc2ccc(Cl)c(Cl)c21
→ -1.4, ., 8.6
58	c1ccc2sc(C3(N4CCCCC4)CCCCC3)cc2c1
→ -3.9&-1.2, -2.6, -11.2&6.7
59	COC(=O)CC(=O)N1CCN(CCOC(c2ccccc2)c2ccccc2)CC1
→ -3.8, -6.9, 20.1
60	CC(C)c1nnsc1CN1CCC2(CC1)C(=O)Nc1ccccc12
→ 1.2, ., -2.1
61	CC1CN=C(Nc2ccc(F)cc2)S1 (stereo not drawn)
→ 1.0, -0.7, 19.4
62	CN1CC[C@@]2(C)c3cc(O)ccc3N(C)[C@H]12
→ -16.1, ., 9.8
63	Cc1cccc(CCN2CCN(CC(C)C)[C@@H]3CS(=O)(=O)C[C@@H]32)n1
→ 12.5, 1.4, .
64	NC(=O)c1ccc(CN2CC=C(c3ccc(O)cc3)CC2)cc1
→ -12.7, -9.2, 9.0
65	COC(=O)[C@@H]1[C@H]2c3ccccc3O[C@]1(C)NC(=O)N2C(C)=O
→ -4.6, ., 1.4
66	CCC(=O)Nc1ccc(Cl)c(Cl)c1
→ -1.7, ., -6.7
67	Cc1cc(C)c(CNc2cc(-c3cccnc3)nc3ncnn23)c(=O)[nH]1
→ -4.0, ., 2.0
68	CCOc1cccc(C=C(C#N)C#N)c1OC
→ -5.8, -3.8, -0.4
69	CC(=O)N1CCN(C(=O)CN2C(=O)CSC(c3cccc(Cl)c3)c3c(C(C)(C)C)nn(C)c32)CC1 (stereo not drawn)
→ -3.7, -4.7, 13.8
70	Cc1cc(S(=O)(=O)N2CCN(CCOC(c3ccc(F)cc3)c3ccc(F)cc3)CC2)c(C)cc1Cl
→ -11.0, -7.3, 4.8
71	Cc1ccc(-n2nnnc2CN2CCN(C(=O)COc3ccccc3F)CC2)cc1
→ -5.7, -10.4, -0.3
72	Cc1cnc(CNC(=O)c2nn(Cc3ccc(S(=O)(=O)N(C)c4ccccc4)cc3)c3ccccc23)cn1
→ -5.7, -4.2, 7.3
73	C[C@@H]([C@H](O)c1ccccc1)N(C)C
→ -3.6, ., -2.3
74	CCC12CN3CCN(CC(C3)C1NC(C)=O)C2 (stereo not drawn)
→ -5.0, ., -10.2
75	CC[C@@H](C(N)=O)N1CCCC1=O
→ -3.8&-3.1, ., -11.1&-9.0

A different layout for part of the listing above:
72: Cc1cnc(CNC(=O)c2nn(Cc3ccc(S(=O)(=O)N(C)c4ccccc4)cc3)c3ccccc23)cn1
  hcGAS lum: -5.7
  mcGAS lum: -4.2
  NPYLR7 ag: 7.3
66: CCC(=O)Nc1ccc(Cl)c(Cl)c1
  hcGAS lum: -1.7
  mcGAS lum: .
  NPYLR7 ag: -6.7

Other records
Values in the order – hcGAS lum, mcGAS lum, NPYLR7 ag
76	Cc1cc(C)n2ncc(CN3CCN4CCN(C)C(=O)C4C3)c2n1 (stereo not drawn)
→ -0.2, ., -0.4
77	CCOP(=O)(CC#N)OCC
→ -7.6, ., 2.3
78	CC(C)c1ccc(NP(=O)(OCC(F)(F)F)OCC(F)(F)F)cc1
→ -4.9, ., 7.2
79	N#CC1(c2ccccc2)CCN(C(=O)C2CC=CCC2C(=O)NCc2ccccn2)CC1 (stereo not drawn)
→ -5.5, -3.4, -3.7
80	COC[C@H]1OC(=O)c2coc3c2[C@@]1(C)C1=C(C3=O)C2CCC(=O)[C@@]2(C)C[C@H]1OC(C)=O (stereo partly drawn)
→ 10.0, -3.4, 5.5
81	C#CCN(C)S(=O)(=O)c1ccc(Cn2nc(C(=O)NCCC)c3ccccc32)cc1
→ -7.1, -6.0, 11.7
82	N#CC1C(=N)Oc2c(c(=O)oc3ccccc23)C1c1ccco1 (stereo not drawn)
→ -3.5, -3.5, 3.5
83	COCCNC(=O)CN1C(=O)CSC(c2ccccc2Cl)c2c(C(C)(C)C)nn(-c3cccc(F)c3)c21 (stereo not drawn)
→ -4.0, -3.0, 16.9
84	Cc1cccc(C)c1NC(=O)CN1CCCC1=O
→ -2.5, -2.7, 0.0
85	Cc1ccccc1N1C2=[N+](CCCS2)CC1(O)c1ccc(F)cc1 (stereo not drawn)
→ -8.5, ., -5.1
86	CCOc1ccc(C2c3c(c4ccccc4oc3=O)OC(=N)C2C#N)cc1OCC (stereo not drawn)
→ -9.7, -3.9, -10.5
87	CC(C)Cc1nc(-c2ccc(CN3CCN(C(=O)Cc4ccsc4)CC3)cc2)no1
→ -0.1, -4.3, 5.4
88	Cc1ccc(Cn2cccc(C(=O)Nc3nnc(C)s3)c2=O)cc1
→ -10.2, ., 16.2
